Source: PubChem BioAssay (NCI)
NCI-60 one-dose screen, 48 h, at 10 µM unless noted. Numbers give growth in % (100 = growth as untreated, 0 = no growth, -100 = all killed).
SF-539: SF-539 CNS cancer; actives 6.8% (n = 81,000); AID 1794752
HCC-2998: HCC-2998 colon cancer; actives 4.7% (n = 79,000)
U251: U251 CNS tumor cells; AID 1794753; actives 5.4% (n = 80,000)
SF-268: SF-268 CNS cancer cells; actives 3.1% (n = 82,000); AID 1794759
SF-295: SF-295 CNS cancer cells; actives 5.6% (n = 79,000)
SNB-75: SNB-75 CNS cancer. actives 5% (n = 79,000)
PC-3: PC-3 prostate cancer cells. actives 3.9% (n = 80,000). AID 1794754
SNB-19: SNB-19 CNS cancer cells; actives 2.5% (n = 81,000); AID 1794751
DU-145: DU-145 prostate cancer; actives 4.2% (n = 81,000); AID 1794760
An asterisk follows results filed as active; / = no result given; & = joins results of further samples. Rule for the calls: active = growth percent below 10; inactive = the rest.

SMILES	SF-539	HCC-2998	U251	SF-268	SF-295	SNB-75	PC-3	SNB-19	DU-145
CCCCCCCCCCNCCC(=O)O	/	99.3	96.0	103.5	99.3	90.9	100.4	102.7	101.1
N#C/C(C(=O)Nc1ccc(S(N)(=O)=O)cc1)=C1\C(=O)Nc2ccc(Cl)cc21	95.6	109.2	100.1	101.0	101.6	78.1	100.2	97.7	107.4
O=c1[nH]nc(-c2n[nH]c(=O)o2)o1	95.1	99.4	97.1	97.4	103.8	95.2	99.7	97.2	101.2
COc1ccc(/C=N/NC(=O)c2ccc(S(C)(=O)=O)cc2)cc1	107.8	92.7	92.7	107.2	99.0	106.9	86.2	94.3	105.2
O=C(/C=C/c1cccc(OCc2ccc(F)cc2)c1)c1nc2ccccc2[nH]1	44.7	26.6	-70.9*	95.1	74.2	116.4	15.0	68.4	70.3
CC1=NN(c2cccc(Cl)c2)C(=O)/C1=C\c1cccn1Cc1ccccc1	103.0	123.9	90.2	102.0	98.5	88.5	90.4	103.5	102.5
CCOC(=O)C1C(C)NC(C)C(C(=O)OCC)C1C (configuration not stated)	106.0	146.6	101.5	105.8	97.4	74.5	96.5	113.2	118.2
O=C(/C=C/c1ccco1)c1ccc(F)cc1	106.3	100.1	116.5	99.1	106.3	99.1	109.0	104.8	107.4
COc1cc(C(=O)c2cc(C)c3[nH]c4ccc(C)cc4c3c2C)cc(OC)c1OC	0.5*	15.9	19.2	29.3	11.7	39.7	23.4	52.2	1.2*
CCc1cc2c(cc1C(C)=O)C(C)(C)C(C)C2(C)C (configuration not stated)	98.5	94.9	96.4	100.4	101.2	103.7	88.1	103.2	100.7
OCC1OC(n2ccc3c(SCc4ccccc4)ncnc32)C(O)C1O (configuration not stated)	97.2&105.7	96.3	93.6&97.5	101.8&105.1	97.7&87.1	80.5&82.3	76.9&68.1	96.6&88.4	75.8&71.5
COc1cc(-c2nc(SCCC(C)C)nc(Nc3ccc(S(N)(=O)=O)cc3)c2C#N)cc(OC)c1OC	38.6	35.2	31.5	42.4	21.8	47.6	9.4*	54.3	43.1
O=c1cnn(C2OC(COP(=O)(O)O)C(O)C2O)c(=O)[nH]1 (configuration not stated)	93.9	79.5	50.0	64.5	40.7	73.9	58.0	/	76.0
CC(=O)OC[C@H]1OC(Sc2sc(C(=O)c3ccc(Br)cc3)c(N)c2-c2nc3ccccc3s2)[C@@H](OC(C)=O)[C@H]1OC(C)=O (some centres not stated)	102.6	106.3	100.0	92.1	100.8	65.0	85.6	90.9	108.5
COc1ccc(-n2ncn(CCn3cnn(-c4ccc(OC)cc4)c3=O)c2=O)cc1	85.4	92.9	96.7	92.4	94.3	108.8	85.9	98.5	102.0
CCc1ccc(C2=NN(c3ccc(S(N)(=O)=O)cc3)C(c3ccc(OC)c(OC)c3)C2)cc1 (configuration not stated)	97.3	119.2	98.2	86.7	98.8	101.6	90.7	91.8	106.3
COc1ccc(/C=C/C(=O)c2ccc(OC)c(S(N)(=O)=O)c2)cc1	77.3	98.6	61.6	85.3	94.4	90.5	52.8	56.5	84.3
CC(=O)Oc1ccc(Cl)cc1Cc1cc(Cl)cc(Cc2cc(Cl)ccc2OC(C)=O)c1OC(C)=O	98.4	91.9	97.3	92.2	100.9	79.4	78.5	93.8	91.1
Cc1ccc(N2C(=O)/C(=C3\SC(=S)N(c4ccc(C)c(C)c4)C3=O)SC2=S)cc1C	99.0	103.3	101.4	98.2	106.0	83.5	105.9	96.8	104.9
CCOC(=O)c1ccc(N2C(=O)CC(N3C(=O)/C(=C/c4cccnc4)SC3=S)C2=O)cc1 (configuration not stated)	93.9	105.8	97.0	93.7	102.7	91.1	/	103.7	104.1
CC(C)c1ccc(C2OCC(C)(C)C(C(C)C)O2)cc1 (configuration not stated)	100.5	104.8	97.4	103.3	99.2	102.0	103.6	100.8	112.9
Cc1ccc(S(=O)(=O)Nc2nnc(C(C)C)s2)cc1	99.5	114.0	89.8	99.1	102.2	85.5	109.6	106.3	109.8
O=C1Nc2ccccc2SC1C1SC(=S)N(Cc2ccccc2)C1=O (configuration not stated)	90.7	135.9	98.3	37.7	63.2	51.4	88.4	107.5	-34.7*
NC(=O)CC(NC(=O)c1ccccc1)C(=O)O (configuration not stated)	101.8	108.7	87.8	99.6	/	78.6	116.6	103.0	104.6
O=[N+]([O-])c1cccc(N2COc3c(ccc4ccccc34)C2)c1	106.9	104.9	93.7	82.3	109.5	90.0	79.2	108.7	111.2
COc1ccc(-c2nc3ccc(-c4nc5ccc(N6CCN(c7ccc(N)cc7)CC6)cc5[nH]4)cc3[nH]2)cc1OC	61.0	84.8	/	84.0	60.8	44.1	70.7	104.4	86.4
Nc1cc(Cl)ccc1-c1nnc2n1N=C(c1ccccc1)CS2	121.0	115.0	95.6	103.4	93.9	82.5	85.6	97.5	113.3
O=Nc1c(-c2ccccc2)[nH]oc1=O	102.5	100.8	98.8	97.4	111.0	98.2	94.2	98.8	108.8
CC1(C)NCCC[C@]2(C)[C@H]3C=CC4=C5C[C@@](C)(C(=O)N[C@@H](CO)Cc6ccccc6)CC[C@]5(C)CC[C@@]4(C)[C@]3(C)CC[C@@H]12	88.9	103.8	82.3	88.6	104.2	79.7	69.0	95.1	106.1
C[C@]12CC[C@@H]3c4cc(OC(F)F)c(OS(N)(=O)=O)cc4CC[C@H]3[C@@H]1CC[C@@H]2OS(N)(=O)=O	26.0	74.1	33.1	49.7	27.3	-3.2*	52.2	53.6	42.1
COc1ccc(/C=C2\CCCCC3=C2N=C2SC(C)=CN2C3c2ccc(OC)cc2)cc1 (configuration not stated)	98.1	105.3	99.3	109.0	115.0	94.1	103.9	107.3	116.8
Cc1csc(/N=C(N)/N=C(\N)c2ccccc2Br)n1	98.5	102.0	95.3	94.3	96.8	84.9	82.6	97.2	104.5
N#Cc1c(O)c2c(c(O)c1C#N)C(=O)c1ccccc1C2=O	46.9	34.5	3.4*	32.6	59.6	145.1	14.3	70.8	/
Cc1ccc(S(=O)(=O)N(CCCBr)c2ccccc2)cc1	92.4	90.9	89.3	82.6	92.6	84.7	74.7	92.0	92.5
Nc1c(C(=O)Nc2ccccc2Cl)sc2nc3c(cc12)CCCCCC3	14.3	33.0	42.0	38.4	36.6	-20.3*	77.5	/	56.3
O=C1C=CC(=O)N1Cc1ccncc1	99.7&106.5	99.4	100.3&101.8	100.0&101.1	101.2&103.9	84.8&95.7	104.8&103.9	98.7&99.6	107.6&106.6
CC(=O)C(/C=N\C(N)=S)=C(\C)O	106.2	109.9	103.5	98.2	101.4	84.0	102.8	111.1	106.6
Cc1cc2nc(NC(=O)CN3CCN(CCN4C(=O)c5cccc6cccc(c56)C4=O)CC3)sc2cc1C	80.9	101.2	73.2	86.3	91.2	77.8	/	75.3	91.7
Cc1nc2sc(C(=O)Nc3ccccn3)c(N)c2cc1C(C)O (configuration not stated)	59.8	74.8	48.8	83.6	65.1	89.3	72.7	64.7	103.3
CC(NC(=O)c1ccccc1)C(=O)Nc1ccccc1 (configuration not stated)	97.2	99.4	100.7	108.0	125.4	88.3	92.8	107.4	117.6
COc1ccc(/C=C/C(=O)c2c(O)c3ccccc3oc2=O)cc1	107.7	112.5	102.6	106.4	111.5	79.0	93.5	105.2	113.1
O=[N+]([O-])c1ccc(/C=N\NC(=S)N/N=C/c2ccc([N+](=O)[O-])cc2)cc1	97.5&98.7	108.0&94.7	99.1&114.5	104.6&109.6	102.1	96.3&91.8	101.4	105.3&109.6	109.3&122.7
N#Cc1nc(C(c2ccccc2)c2ccccc2)oc1NCc1ccc2c(c1)OCO2	101.8	103.8	90.0	79.4	74.3	77.8	57.1	100.2	91.8
CC(=O)Nc1cccc2c1C(=O)OC2=O	101.3	120.9	103.8	97.5	103.5	85.0	92.7	100.6	109.0
CCN1C(=O)N(CC)C2NN3C(=O)C4(SC3=NC21)C(c1ccccc1F)CN(C)C41C(=O)Nc2ccccc21 (configuration not stated)	106.2	119.2	107.3	106.4	114.7	82.3	93.2	86.0	115.6
C=C(C)[C@@H]1CC=C2c3sc(Cc4ccccc4C)nc3C[C@@H](C)[C@]2(C)C1	88.1	102.3	99.1	96.5	93.3	90.7	64.8	94.3	97.7
Cn1c(COC(=O)NCCN2CCOCC2)nc2c(N3CCOCC3)nc(Cl)nc21	92.4	104.8	102.5	95.3	104.7	85.7	105.2	96.7	107.5
CCn1cc(-c2ccnc(NCCCNS(=O)(=O)c3ccc(Cl)cc3)c2)c(-c2cccc(OC)c2)n1	104.9	96.0	97.4	98.2	97.3	80.3	87.7	100.2	108.4
COc1ccc2c(c1)NC(=O)CN2c1nc(NC2CC2)nc2ccccc12	-15.0*	6.9*	11.8	21.9	0.0*	31.4	4.8*	29.9	0.3*
CCCC(=O)Oc1ccc2ccccc2c1	98.3	97.9	95.5	105.5	96.7	105.2	73.1	100.6	110.8
Cn1cc(-c2csc(-c3ccc(F)cc3)n2)c2ccccc21	91.3	101.8	108.8	96.0	100.9	94.1	101.9	103.3	102.7
COc1cc(-c2nn(C(=O)NS(=O)(=O)c3ccccc3)cc2-c2ccncc2)ccc1Cl	74.8	109.5	81.6	58.6	85.1	/	78.2	95.3	91.8
O=C(Nc1ccc(Br)cc1)Nc1ccc(F)c(C(=O)c2c[nH]c3ncc(Br)cc23)c1F	66.7	104.4	63.2	77.6	78.6	/	58.1	99.1	43.9
O=C1N(Cc2ccccc2)C(=O)C(Cc2ccccc2)(Cc2ccccc2)C(=O)N1Cc1ccccc1	76.8	93.2	/	92.9	68.6	75.6	54.7	91.5	100.4
CONc1c2ccccc2nc2ccccc12	94.8	/	106.7	106.6	119.3	92.7	101.9	118.0	118.2
CCN1C(=O)N(CC)C2Nn3c(s/c(=C\c4ccccn4)c3=O)=NC21 (configuration not stated)	94.5	99.9	96.5	95.4	95.2	67.0	90.4	95.4	105.5
C[C@]12CCC(=O)C=C1CC[C@@H]1[C@@H]2[C@H](O)C[C@@]2(C)[C@H]1CC[C@]2(O)C(=O)CO	96.9&103.8	104.6&91.0	97.8&91.5	103.9&105.2	104.8&104.8	90.2&93.1	96.4&78.3	107.1&104.3	109.5&112.0
C=CCOC(=O)C(C)Oc1ccc(Cl)cc1Cl (configuration not stated)	82.1	115.3	107.3	105.3	93.6	79.5	99.0	91.1	103.1
CCOC(=O)/C(=C\c1ccccn1)C(C)=O	118.8	114.9	99.4	105.3	123.5	112.4	105.9	111.2	104.8
C1CCCC(NC2=NCCO2)CCC1	110.3	98.7	108.7	92.1	99.7	110.4	/	94.8	105.7

A second format for part of the listing above:
mol | SF-539 | HCC-2998 | U251 | SF-268 | SF-295 | SNB-75 | PC-3 | SNB-19 | DU-145
CCCCCCCCCCNCCC(=O)O | / | 99.3 | 96.0 | 103.5 | 99.3 | 90.9 | 100.4 | 102.7 | 101.1
N#C/C(C(=O)Nc1ccc(S(N)(=O)=O)cc1)=C1\C(=O)Nc2ccc(Cl)cc21 | 95.6 | 109.2 | 100.1 | 101.0 | 101.6 | 78.1 | 100.2 | 97.7 | 107.4
O=c1[nH]nc(-c2n[nH]c(=O)o2)o1 | 95.1 | 99.4 | 97.1 | 97.4 | 103.8 | 95.2 | 99.7 | 97.2 | 101.2
COc1ccc(/C=N/NC(=O)c2ccc(S(C)(=O)=O)cc2)cc1 | 107.8 | 92.7 | 92.7 | 107.2 | 99.0 | 106.9 | 86.2 | 94.3 | 105.2
O=C(/C=C/c1cccc(OCc2ccc(F)cc2)c1)c1nc2ccccc2[nH]1 | 44.7 | 26.6 | -70.9* | 95.1 | 74.2 | 116.4 | 15.0 | 68.4 | 70.3
CC1=NN(c2cccc(Cl)c2)C(=O)/C1=C\c1cccn1Cc1ccccc1 | 103.0 | 123.9 | 90.2 | 102.0 | 98.5 | 88.5 | 90.4 | 103.5 | 102.5
CCOC(=O)C1C(C)NC(C)C(C(=O)OCC)C1C (configuration not stated) | 106.0 | 146.6 | 101.5 | 105.8 | 97.4 | 74.5 | 96.5 | 113.2 | 118.2
O=C(/C=C/c1ccco1)c1ccc(F)cc1 | 106.3 | 100.1 | 116.5 | 99.1 | 106.3 | 99.1 | 109.0 | 104.8 | 107.4
COc1cc(C(=O)c2cc(C)c3[nH]c4ccc(C)cc4c3c2C)cc(OC)c1OC | 0.5* | 15.9 | 19.2 | 29.3 | 11.7 | 39.7 | 23.4 | 52.2 | 1.2*

(further entries)
SMILES	SF-539	HCC-2998	U251	SF-268	SF-295	SNB-75	PC-3	SNB-19	DU-145
O=C1/C(=C/c2ccc(Cl)cc2)N=C2SC3C(=NNC3c3ccc(Cl)cc3)N12 (configuration not stated)	105.2	96.9	/	70.3	/	104.7	96.4	92.3	99.8
CCN1CCN(C(=O)[C@]2(C)CC[C@]3(C)CC[C@]4(C)C(=CC(=O)[C@@H]5[C@@]6(C)CC[C@H](O)C(C)(C)[C@@H]6CC[C@]54C)[C@@H]3C2)CC1	91.9	105.6	/	96.3	101.0	81.1	88.8	97.2	107.8
O=C(CSc1nnc(-c2ccc(Br)cc2)n1-c1ccccc1)Nc1ccc(C(=O)/C=C/c2ccc(Cl)cc2)cc1	99.7	107.0	94.3	95.1	95.2	75.6	70.9	85.5	104.9
S=C1SCC(c2ccccc2)S1 (configuration not stated)	95.7	114.5	95.5	111.1	117.3	92.2	99.7	97.8	124.5
COc1cc(/C=C/c2ccnc3ccccc23)cc(OC)c1OC	46.1	34.6	33.2	48.2	32.4	-3.8*	56.1	/	64.4
CC(C(=O)O)c1ccc(-c2ccccc2)c(F)c1 (configuration not stated)	108.3	102.7	100.8	116.1	109.6	95.2	106.0	110.0	121.0
CC(=O)C(Cc1ccc(CC(C(C)=O)C(C)=O)cc1)C(C)=O	108.0	116.8	105.5	104.9	99.3	101.1	106.4	103.3	115.8
COc1ccc(/C=C2\CN(C)CC3=C2Nc2nc(SC)[nH]c(=O)c2C3c2ccc(OC)cc2)cc1 (configuration not stated)	117.0	109.3	95.5	96.8	92.4	89.6	94.0	90.4	109.6
OCC1OC(n2cnc3c2NC=NC[C@H]3O)CC1O (some centres not stated)	99.4	95.2	88.8	101.2	103.0	77.0	95.7	90.5	108.7
